Nrf2 ARE act: activators of Nrf2 (ARE) signaling; AREc32 ARE-luciferase reporter (MCF7-derived line), luminescence, 24 h; Potency, µM (top dose mostly 46.1 µM), without a hit: at the highest dose activation, actives largely listed as activators; actives 0.31% (n = 410,000); AID 624171; also: % of control where 0% means no effect; nearly all actives have a fitted effect of over 65% in size
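Cells of the AREc32 ARE-luciferase line are plated in OPTI-MEM containing 5% FBS and left overnight at 37 deg C. Compounds are pinned in, incubation continues 24 hr, and firefly luciferase signal is then measured.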
A549 viability: counter-screen for Nrf2 inhibitors: cytotoxicity in A549 cells | A549 ARE-Fluc cells, CellTiter-Fluor viability, 18-24 h | Potency, µM (highest dose often 46 µM), for inactives: at the top dose activity change, negative = cytotoxicity, hits mostly inhibitors | actives 0.16% (n = 390,000); also: % is scaled to controls: 0 for no effect and ±100 for the full control effect
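A549 ARE-Fluc cells in 5% FBS OPTI-MEM, 5000 cells/well, rested 2 h then exposed to compounds in concentration-response for 18-24 h at 37 °C. Viability by CellTiter-Fluor fluorescence (Ex 405/Em 525) after 30 min; luciferase luminescence (BugLite, 15 min, RT) read afterwards.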
MCF10A rereplic: induces DNA re-replication in MCF 10a normal breast cells | MCF 10A DNA re-replication, Hoechst nuclear intensity, 48 h | Potency, µM (highest dose often 46.1 µM), without a hit: top-dose activity, positive = re-replication, most hits filed as activators | actives 2.9% (n = 350,000); also: % of control where 0% means no effect; nearly all actives have a fitted effect of over 50% in size
S2 tox: viability counter-screen for ATXN expression inhibitors. S2 cells (HEK-293 line with an ATXN2-luciferase reporter) viability, CellTiter-Fluor protease fluorescence, 24 h. actives 0.49% (n = 400,000). Potency, µM (series often up to 56.7 µM), actives largely listed as cytotoxic; also: nearly all actives have a fitted effect of over 40% in size
HepG2 tox: HepG2 cytotoxicity, counter-screen for TGF-b inhibitors | HepG2 CAGA-GFP viability, ATP luminescence, 18 h | actives 0.76% (n = 410,000) | Potency, µM (titrated, usually from 46.1 µM), for inactives: at the highest dose activity change, negative = cytotoxicity, hits mostly cytotoxic; also: some results filed as inactive show a strong effect at the top dose
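CellTiter-Glo luminescence gave cytotoxicity after 18 hours at 37 degrees C. The cells were HepG2 CAGA-GFP in 1% FBS DMEM, stimulated with 500 pg/mL TGF-beta after compound addition. %Activity was normalised to no-cell wells (complete cell-killing) and DMSO (no toxicity), and curves were fitted and classified.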
EPAC2 antag: blocks human EPAC2 exchange factor; Potency, µM (series often up to 114 µM), without a hit: at the highest dose activity, negative = inhibition, hits mostly inhibitors; Q8WZA2; EPAC2 GEF exchange of Rap1B-BODIPY-GDP, fluorescence; actives 0.18% (n = 360,000); also: % is scaled to controls: 0 for no effect and ±100 for the full control effect; nearly all actives have a fitted effect of over 45% in size; many of its hits are not listed in these tables
Target sequence (Q8WZA2 whole entry, looked up): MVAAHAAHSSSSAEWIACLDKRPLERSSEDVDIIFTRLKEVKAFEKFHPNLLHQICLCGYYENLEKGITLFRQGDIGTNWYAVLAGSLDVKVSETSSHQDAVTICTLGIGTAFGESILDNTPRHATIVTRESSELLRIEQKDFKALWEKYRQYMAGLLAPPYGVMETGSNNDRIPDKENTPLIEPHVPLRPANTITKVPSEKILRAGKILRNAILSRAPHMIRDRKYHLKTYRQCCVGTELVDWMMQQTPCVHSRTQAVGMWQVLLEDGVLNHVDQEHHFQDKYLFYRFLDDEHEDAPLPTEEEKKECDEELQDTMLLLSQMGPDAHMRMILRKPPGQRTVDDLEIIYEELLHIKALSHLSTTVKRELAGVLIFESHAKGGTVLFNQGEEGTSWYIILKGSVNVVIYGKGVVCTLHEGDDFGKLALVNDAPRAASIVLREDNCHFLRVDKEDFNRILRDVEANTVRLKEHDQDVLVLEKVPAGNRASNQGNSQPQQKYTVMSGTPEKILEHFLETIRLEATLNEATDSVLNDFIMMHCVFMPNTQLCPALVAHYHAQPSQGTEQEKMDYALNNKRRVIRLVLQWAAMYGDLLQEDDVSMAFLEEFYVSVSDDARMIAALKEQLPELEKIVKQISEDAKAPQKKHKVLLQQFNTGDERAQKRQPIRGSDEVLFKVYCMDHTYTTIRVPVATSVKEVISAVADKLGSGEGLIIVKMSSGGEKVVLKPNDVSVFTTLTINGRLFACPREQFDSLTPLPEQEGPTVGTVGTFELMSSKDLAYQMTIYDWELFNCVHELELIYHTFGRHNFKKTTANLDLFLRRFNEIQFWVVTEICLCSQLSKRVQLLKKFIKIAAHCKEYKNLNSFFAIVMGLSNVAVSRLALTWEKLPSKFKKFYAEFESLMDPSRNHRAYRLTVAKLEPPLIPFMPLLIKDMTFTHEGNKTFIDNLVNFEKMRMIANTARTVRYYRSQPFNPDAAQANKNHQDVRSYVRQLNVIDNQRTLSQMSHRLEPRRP
ATXN2 expr inh: inhibitors of ATXN2 expression | HEK-293 ATXN2-luciferase reporter, luminescence, 24 h | Potency, µM (highest dose often 57 µM), without a hit: at the top dose activity change, negative = inhibition, most hits filed as inhibitors | actives 0.72% (n = 360,000); also: % is scaled to controls: 0 for no effect and ±100 for the full control effect; nearly all actives have a fitted effect of over 55% in size
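ATXN2-luciferase reporter cells (luciferase flanked by upstream and downstream ATXN2 gene portions) were treated 24 h at 37 °C with compounds at up to 57 uM. SteadyGlo luminescence gave expression; GF-AFC fluorescence gave viability.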
Nrf2 inh: inhibitors of Nrf2 signaling. AID 504444. actives 2.1% (n = 360,000). A549 ARE-Fluc reporter, luciferase luminescence, 18-24 h. Potency, µM (titrated, usually from 46 µM), without a hit: at the top dose activity change, negative = inhibition, usual class: inhibitors; also: % is scaled to controls: 0 for no effect and ±100 for the full control effect; nearly all actives have a fitted effect of over 60% in size
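Nrf2 function is reported as luminescence of an ARE-controlled luciferase in A549 cells. Compounds were tested at several concentrations, and a CellTiter-Fluor read on the same wells flagged cytotoxicity.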
TGFb SMAD3 inh: inhibitors of TGF-b signaling; HepG2 CAGA-GFP TGF-b/SMAD3 reporter, GFP fluorescence, 18 h; TGF-beta stimulated, 500 pg/mL final; Potency, µM (titrated, usually from 46.1 µM), for inactives: top-dose activity, negative = inhibition, usual class: inhibitors; actives 1.2% (n = 410,000); also: % is scaled to controls: 0 for no effect and ±100 for the full control effect; nearly all actives have a fitted effect of over 65% in size
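Inhibition of TGF-beta-driven CAGA-GFP reporter expression in HEPG2 cells is measured by cellular GFP fluorescence after 18 h stimulation with 500 pg/mL recombinant TGF-beta in 1% FBS medium at 37 degrees C.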
* = called active by the depositor; i = inactive; ? = inconclusive; . = no result given; [ ] = another dose, or the depositor's remark. Calls follow the shape of the dose curve; as a rule, active = well fitted curve in the direction sought with a large enough effect; inconclusive = small, poorly fitted or top-dose-only effect, or another doubt; inactive = no such curve, though single readings can be large; an effect the other way counts as inactive or inconclusive. Potency is read from the fitted curve at half-maximal effect. These rows are one share of the data; count on the stated rates, not on these rows.

SMILES	Nrf2 ARE act	A549 viability	MCF10A rereplic	S2 tox	HepG2 tox	EPAC2 antag	ATXN2 expr inh	Nrf2 inh	TGFb SMAD3 inh
O=C(COC(=O)c1cc(=O)c2ccccc2o1)NC1CCCCC1	0.1%	-1%	-1%	i	1%	10%	-7%	2%	-7%
COc1ccc(N2CCN(C(=S)Nc3ccc(S(N)(=O)=O)cc3)CC2)cc1	2.8%	3%	19%	i	-20%	2%	-4%	-17%	?
O=C(NNS(=O)(=O)c1ccc(F)cc1)c1cnn(-c2ccccc2)c1C(F)(F)F	-0.5%	-6%	1%	i	-18%	-2%	.	-25%	-6%
O=C(Nc1ccc(Br)cc1F)C(NS(=O)(=O)c1cccc2nsnc12)c1ccccc1 (stereo not drawn)	5.2%	0%	.	i	-9%	.	6%	-6%	-29%
C#Cc1ccc([C@@H]2C=C(C(=O)N3CCN(Cc4ccccc4)CC3)O[C@H](OCC)[C@H]2CCCO)cc1	-0.5%	-19%	?	i	-11%	7%	?	?	-30%
COc1ccccc1N1CCNC(C)C1=O (stereo not drawn)	-0.2%	1%	-9%	i	14%	-14%	0%	1%	26%
CC1=C(C(=O)OC(C)C)C(c2ccc(C)o2)NC(=O)N1 (stereo not drawn)	8.6%	-4%	0%	i	0%	0%	-3%	-6%	30%
COc1ccccc1OCCC(=O)NCc1ccc2c(c1)OCO2	0.3%	8%	1%	i	-3%	-13%	5%	9%	-17%
CC1CCCCN1CC(=O)c1c[nH]c2ccccc12 (stereo not drawn)	1.9%	2%	-10%	i	-30%	-3%	-14%	16%	-4%
Cc1cc(C(=O)CN2CC(C)OC(C)C2)c(C)n1-c1ccccc1 (stereo not drawn)	0.2%	-6%	15%	i	-18%	7%	39%[activator]	26%	-8%
CC(C)(C)n1c(=O)[nH]c2c(c1=O)CCC2	-0.5%	11%	0%	i	2%	-1%	5%	-3%	1%
O=C(O)c1ccc2nc(-c3cc4cc(F)ccc4oc3=O)[nH]c2c1	0.1%	8%	.	i	-5%	.	13%	.	-3%
CCCCOc1cccc(-c2cc(C(=O)NNC(=S)NCC)c3ccccc3n2)c1	19%	-4%	-3%	?	-42%	-22%	-16%	3%	?
O=C(NCc1cccnc1)c1cccc(S(=O)(=O)N2CCOCC2)c1	-0.2%	2%	11%	i	-2%	-17%[57.1 µM]	0%	-23%	0%
CCCCOc1ccc(C2C3CN(C(=O)OCC)CC=C3C(C#N)=C(N)C2(C#N)C#N)cc1OC (stereo not drawn)	7.4%	0%	29%	i	-14%	-19%	-18%	.	-8%
CCCNC(=O)c1cnc2sc(N3CCCCC3)nn2c1=O	0.3%	5%	.	i	0%	.	3%	?	-1%
COc1cc2c(cc1OC)CN(CC(=O)NC(=O)NCc1ccco1)CC2	0.4%	2%	1%	i	-5%	2%	4%	-10%	7%
COc1ccc(-c2cc(C(F)(F)F)nc(N3CCN(C)CC3)n2)cc1	2.6%	5%	?	?	-52%	-5%	?	-19%	2%
COc1cc(NC(=O)CN(C)S(=O)(=O)c2cccs2)cc(OC)c1	0.2%	4%	-1%	i	10%	0%	8%	-7%	6%
COc1c(C)cc(S(=O)(=O)N2CCOCC2)c(C)c1C	-0.2%	-1%	0%	.	-24%	-3%	-1%	1%	1%
CCc1ccc(C(=O)C(C)OC(=O)Cc2n[nH]c(=O)c3ccccc23)cc1 (stereo not drawn)	2.9%	-11%	15µM*	i	-3%	-9%	-21%	-19%	-24%
Cc1cccc(C)c1NC(=O)C1(C)CCC(=O)N1CCc1c[nH]c2ccccc12 (stereo not drawn)	0.0%	.	.	i	10%	8%	8%	.	2%
Cc1c(NC(=O)COc2cccc3c2OC(C)(C)C3)c(=O)n(-c2ccccc2)n1C	-1.4%	3%	-2%	i	-1%	-4%	5%	-1%	-3%
O=C(CCc1ccncc1)N1CCCC(Nc2ccc(F)c(F)c2)C1 (stereo not drawn)	0.7%	1%	6%	i	-1%	-6%	.	-2%	-6%
CC(C)OC(=O)CC(=O)CSc1nc2c(cc1C#N)CCCCC2	0.5%	-1%	1%	i	5%	-4%	62%[activator]	?	4%
c1ccc(OCc2nc(-c3ccccc3)no2)cc1	0.4%	-5%	?	i	-4%	-9%	36%	12%	5%
Cc1cc(Cl)ccc1C(=O)C1CCCN(C(=O)c2cnsn2)C1 (stereo not drawn)	6.6%	10%	-2%	i	-5%	?	.	-4%	-1%
COc1ccccc1CN(C)CC(=O)NC(=O)NC1CCCCC1	-0.8%	0%	?	i	-31%	-13%	6%	3%	5%
Cc1ccccc1-n1ccnc1SCC(=O)NCc1ccco1	0.3%	0%	0%	i	-4%	6%	2%	?	-4%
COc1cccc(C(=O)NCCS(=O)(=O)N2CCCC2)c1	0.5%	1%	-3%	i	26%	-4%	-4%	6%	17%
O=C(c1n[nH]c2ccccc12)N1CCCCC1	0.6%	-2%	1%	i	-4%	8%	3%	8%	0%
O=C(NC(=S)Nc1ccc([N+](=O)[O-])cc1)c1ccco1	4.1%	.	.	?	3%	15%	.	.	1%
Cc1cccc(C(=O)NC(=O)Nc2c(C)cc(C)nc2C)c1	15%	-2%	15%	i	-13%	1%	32%[activator]	?	1%
Cc1cc(Cl)c(S(=O)(=O)N2CCCCCC2)cc1OCC(=O)NC1CCCCC1	0.2%	6%	0%	.	12%	12%	.	0%	-20%
O=C(c1c(F)cccc1F)N(C1CCCCC1)C1CCCCC1	-0.4%	-3%	?	i	-33%	-15%	.	1%	?
O=c1[nH][nH]c(-c2ccccc2)c1C=Nc1ccc(OC(F)(F)F)cc1	-0.8%	0%	-6%	i	-15%	-16%	.	-26%	0%
Cc1ccccc1Nc1sc(C(=O)Nc2cccc(Cl)c2)c(N)c1C(N)=O	2.9%	-2%	13%	i	-18%	-6%	-11%	1%	?
CCOc1ccc(CCNC(=O)COC(=O)c2sccc2C)cc1OCC	-0.6%	-6%	0%	i	2%	11%	5%	6%	-29%
COc1ccc(NC(=O)CCN2CCN(S(=O)(=O)c3ccc(Cl)cc3)CC2)cc1	-0.4%	2%	-13%	?	5%	2%	9%	-6%	-1%
COc1ccc(Cl)cc1NS(=O)(=O)c1cc(Br)cc2c1N(C(=O)C1CC1)CC2	-0.9%	2%	.	i	-1%	.	-11%	-18%[9.27 µM]	-16%

The final five compounds of the part before open the next one.
SMILES	Nrf2 ARE act	A549 viability	MCF10A rereplic	S2 tox	HepG2 tox	EPAC2 antag	ATXN2 expr inh	Nrf2 inh	TGFb SMAD3 inh
O=c1[nH][nH]c(-c2ccccc2)c1C=Nc1ccc(OC(F)(F)F)cc1	-0.8%	0%	-6%	i	-15%	-16%	.	-26%	0%
Cc1ccccc1Nc1sc(C(=O)Nc2cccc(Cl)c2)c(N)c1C(N)=O	2.9%	-2%	13%	i	-18%	-6%	-11%	1%	?
CCOc1ccc(CCNC(=O)COC(=O)c2sccc2C)cc1OCC	-0.6%	-6%	0%	i	2%	11%	5%	6%	-29%
COc1ccc(NC(=O)CCN2CCN(S(=O)(=O)c3ccc(Cl)cc3)CC2)cc1	-0.4%	2%	-13%	?	5%	2%	9%	-6%	-1%
COc1ccc(Cl)cc1NS(=O)(=O)c1cc(Br)cc2c1N(C(=O)C1CC1)CC2	-0.9%	2%	.	i	-1%	.	-11%	-18%[9.27 µM]	-16%
O=C(c1ccco1)N(Cc1cccnc1)c1nc2c(F)cc(F)cc2s1	0.3%	2%	.	.	3%	.	.	.	0%
O=Cc1c(NCc2ccc(Cl)cc2)c2ccccc2[nH]c1=O	0.1%	0%	0%	i	-12%	-1%	.	2%	-7%
COc1ccc(C2=NOC(C(=O)Nc3c(C)n(C)n(-c4ccccc4)c3=O)C2)cc1 (stereo not drawn)	-0.1%	-6%	15%	i	-10%	-7%	0%	11%	-2%
COc1ccc(CCNCc2c(C(=O)O)c(C)n(Cc3c(F)cccc3Cl)c2C)cc1OC	0.8%	7%	.	i	-27%	.	5%	?	19%
Cc1noc(C)c1COc1cccc(C(=O)OC(C)C(=O)Nc2c(C)n(C)n(-c3ccccc3)c2=O)c1 (stereo not drawn)	0.5%	1%	5%	i	-9%	8%	8%	-14%	9%
C=CCn1cc(C(=O)NCc2cccnc2)c(=O)c2cc(S(=O)(=O)N(CC)CC)ccc21	0.7%	-1%	-6%	i	-4%	-6%	-13%	-10%	0%
COc1ccc(C(CNC(=O)COc2cccc(C)c2)N2CCCC2)cc1 (stereo not drawn)	0.5%	-7%	-8%	i	-22%	0%	.	3%	-11%
O=C(N/N=C/c1cccnc1)C1CCCCC1	0.1%	2%	0%	i	-3%	-1%	12%	1%	-3%
O=C(COC(=O)c1ccc(Br)o1)NCc1ccc(F)cc1	-0.4%	2%	1%	i	-11%	1%	6%	-4%	-4%
Cc1ccc(NC(=O)c2c(C)nn(-c3ccccc3)c2-n2cccc2)c(Cl)c1	2.1%	5%	.	i	-6%	.	0%	8%	-1%
COc1ccc(-c2c(-c3cc(OC)cc(OC)c3)n(C)c3ccc(-c4ccc(OC)c(F)c4)cc23)cc1	-0.3%	1%	-2%	i	-13%	2%	-14%	-9%	-9%
COCCNC(=O)Cn1cnc2c(cnn2-c2ccc(C)cc2)c1=O	0.5%	-1%	?	i	1%	6%	1%	-14%	1%
CCN=C(NCC)SC1CC(=O)N(c2ccc(OCC)cc2)C1=O (stereo not drawn)	-0.7%	19%	-1%	i	0%	14%	-6%	-8%	17%
CCOc1ccc(N2CC(C(=O)N3CCc4ccccc43)CC2=O)cc1 (stereo not drawn)	0.2%	-2%	8%	i	5%	2%	10%	-13%	2%
CCN(CC)CCNC(=O)Cn1c(-c2ccccn2)nc2ccccc21	-0.2%	?	-3%	i	0%	5%	2%	13%	-4%
Cc1ccc(Cl)cc1N1CCN(C(=O)Cn2ncc3c([nH]c4ccccc43)c2=O)CC1	0.1%	6%	.	i	-2%	.	11%	9%	-2%
COc1ccc(C)cc1NC(=O)COC(=O)Cc1ccc(-c2ccccc2)cc1	0.1%	0%	1%	i	8%	-1%	-6%	-11%	14%
